ASAP1 GAP inh = inhibitors of human ASAP1 ArfGAP activity; Q9ULH1; ASAP1-stimulated ARF1 GTP hydrolysis, GDP FP detection; inhibition, % at 16.5 µM; 0.19% of 360,000 active; in the data active means inhibition above about 25%;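 further: 0% = vehicle with enzyme and substrate and 100% = no enzyme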
SMARCA2 act = SMARCA2 function activation, primary screen | activation, % at 9.1 µM | AID 652017 | 1% of 370,000 active | MG213 cells, MMTV-luciferase reporter, dexamethasone, overnight; in the data active means activation above about 7.8%;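 further: 0% = vehicle wells and 100% = reference activator wells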
PG9 binder = binds the HIV-1 gp120 antibody PG9 | inhibition, % at 6.7 µM | TR-FRET gp120-PG9 antibody binding | AID 624416 | 0.43% of 360,000 active; in the data active means inhibition above about 8.5%
mABHD4 FP = ABHD4 (mouse) inhibition, primary FP screen | purified mABHD4, FP-Rh probe fluorescence polarization | Q8VD66 | inhibition, % at 8.92 µM | 0.54% of 370,000 active;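 active means inhibition exceeding the mean over every tested compound plus 3 SD, cut at about 30% in these data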;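 further: 0% = plate median of compound wells and 100% = S159A mutant with DMSO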
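Doses – 8.92 µM, single dose · Material – wild-type mouse ABHD4 protein · Replication – single well per compound (singlicate) · Measure – percent inhibition of probe binding, normalized to plate controls · Schedule – 45 min compound pre-incubation plus 60 min probe step, 25 °C · Detection – fluorescence polarization with parallel and perpendicular emission, 525/598 nm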
ARFGAP1 inhibitor = inhibits rat ARF GTPase activating protein 1 | AID 651572 | Arfgap1-stimulated ARF1 GTP hydrolysis, GDP FP detection | inhibition, % at 16.5 µM | 0.26% of 360,000 active | Q62848;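 active means inhibition above a per-plate limit, mean inhibition of low control wells plus 3 SD, cut at about 25% in these data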;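 further: 0% = DMSO wells with enzyme and 100% = wells lacking Arfgap1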
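Material – truncated rat Arfgap1 GAP domain · Buffer or medium – HEPES-based buffer, pH 7.5 · Reagent – human ARF1(Δ1-17)-GTP substrate · Dosing – 16.5 µM single point, 1.26% DMSO · Schedule – GTP hydrolysis reaction 2 h at 25 °C · Technique – GDP detection by fluorescence polarization · Benchmarks – No-Arfgap1 wells (100%) versus DMSO full-reaction wells (0%) · Repeats – single replicate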
Rev-erbA mod = Rev-erb alpha (human) modulation; 0.79% of 370,000 active; Rev-erbα–FITC-DNA binding, fluorescence polarization, 90 min; P20393; activity, % at 10 µM;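 active means activity above about 14%, limit read from the data; passing the limit was not always enough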;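 further: 0% = DMSO wells with 35 nM protein and 100% = DMSO wells with 750 nM protein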
HTRA1 inh = inhibitors of human serine peptidase HTRA1; Q92743; recombinant HTRA1, FP-rhodamine activity-based probe, fluorescence polarization; inhibition, % at 5.96 µM; 0.5% of 340,000 active; AID 504803; in the data active means inhibition above about 36%;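 further: 0% = enzyme with DMSO and 100% = wells lacking enzyme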
NPR2 activator = GC-B (human) receptor activation; 0.11% of 370,000 active; activation, % at 10 µM; HEK293-GC-B cells, CNP EC30, cGMP TR-FRET; 0% at EC30 CNP, 100% saturating CNP; P20594;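 active means activation at 10 µM reaching about 35% in either raw or pattern-adjusted values, limit read from the data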
rCAG binder = binds r(CAG) RNA repeats; 1.3% of 370,000 active; inhibition, % at 3 µM; AID 651821; r(CAG) RNA repeat, TO-PRO-1 dye displacement fluorescence;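 active means inhibition above the plate cutoff, the mean of all test compounds on that plate plus 3 SD, cut at about 35% in these data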;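 further: 0% = DMSO alone and 100% = 100 µM mitoxantrone as full dye displacement; higher means more dye released from RNA so lower well fluorescence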
GC-A act = GC-A (human) enzyme activation; activation, % at 10 µM; P16066; HEK293 GC-A cells, cGMP TR-FRET, EC30 ANP; 0% at EC30 ANP, 100% saturating ANP; 0.14% of 370,000 active; in the data active means activation above about 40%
Target sequence (P16066 whole entry, looked up): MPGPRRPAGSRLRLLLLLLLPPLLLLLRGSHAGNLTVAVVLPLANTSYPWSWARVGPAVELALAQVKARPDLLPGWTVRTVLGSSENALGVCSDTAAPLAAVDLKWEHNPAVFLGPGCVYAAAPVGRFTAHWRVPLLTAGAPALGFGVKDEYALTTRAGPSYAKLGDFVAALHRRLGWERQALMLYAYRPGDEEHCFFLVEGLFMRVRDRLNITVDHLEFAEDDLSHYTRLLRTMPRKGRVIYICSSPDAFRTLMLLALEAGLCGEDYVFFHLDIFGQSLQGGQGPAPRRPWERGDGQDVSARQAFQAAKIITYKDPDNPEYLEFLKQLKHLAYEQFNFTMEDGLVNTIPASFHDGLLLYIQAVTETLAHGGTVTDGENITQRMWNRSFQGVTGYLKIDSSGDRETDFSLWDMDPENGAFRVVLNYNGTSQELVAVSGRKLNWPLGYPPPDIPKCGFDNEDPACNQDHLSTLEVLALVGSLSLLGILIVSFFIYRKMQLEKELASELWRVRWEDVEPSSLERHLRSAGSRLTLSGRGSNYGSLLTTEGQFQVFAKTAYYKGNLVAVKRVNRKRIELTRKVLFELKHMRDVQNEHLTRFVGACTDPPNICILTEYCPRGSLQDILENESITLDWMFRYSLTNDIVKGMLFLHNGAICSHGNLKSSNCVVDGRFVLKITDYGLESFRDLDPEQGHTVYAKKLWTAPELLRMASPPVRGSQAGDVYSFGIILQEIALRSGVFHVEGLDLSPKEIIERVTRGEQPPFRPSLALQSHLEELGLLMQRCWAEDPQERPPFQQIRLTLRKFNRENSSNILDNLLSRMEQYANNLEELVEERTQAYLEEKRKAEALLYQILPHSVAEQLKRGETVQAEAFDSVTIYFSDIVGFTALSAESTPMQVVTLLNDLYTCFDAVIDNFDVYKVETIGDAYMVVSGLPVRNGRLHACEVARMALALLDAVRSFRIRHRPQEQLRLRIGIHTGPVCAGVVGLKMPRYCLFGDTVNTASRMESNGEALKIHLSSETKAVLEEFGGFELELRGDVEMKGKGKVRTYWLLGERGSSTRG
The depositor's hits bear a star; i = inactive; . = not tested or not shown.

entry	Molecule	ASAP1 GAP inh	SMARCA2 act	PG9 binder	mABHD4 FP	ARFGAP1 inhibitor	Rev-erbA mod	HTRA1 inh	NPR2 activator	rCAG binder	GC-A act
1	COc1ccc(CN2CCNC(=O)C2CC(=O)NCCc2nc(C)c(C)s2)cc1C (centres undefined)	1.6	-2.5	-0.4	5.0	-13.5	-10.1	5.9	-4.5	-2.5	-1.7
2	O=C(CSc1nnc(NC(=O)c2cc(Br)ccc2Cl)s1)NCC1CCCO1 (centres undefined)	-7.7	3.6	-1.3	-1.4	0.9	-1.3	3.2	4.0	4.3	1.1
3	O=C(CN1CCN(Cc2ccccc2)CC1)NC(c1ccccc1)c1ccccc1	0.2	6.4	-0.5	23.6	14.7	-3.3	-3.0	0.1	-8.6	2.3
4	CN(CCn1ccnc1)Cc1cn(-c2ccccc2)nc1-c1ccc2c(c1)OCO2	-4.0	-2.0	-0.4	0.1	2.5	-4.7	2.8	-1.0	-3.8	1.3
5	CN(C)CCNC(=O)c1cccc(-c2cnc3c(NC=O)cc(-c4cc(F)c(F)c(F)c4)cn23)c1	2.1	-1.2	0.4	-2.8	0.6	3.3	.	8.4	8.1	-10.8
6	CC(C)(C)Nc1nc(NN)nc(NC(C)(C)C)n1	-4.2	-1.3	-0.9	11.2	0.0	0.0	2.0	0.0	1.0	3.6
7	O=C(NCCc1ccc(F)cc1)c1cc2ccccc2oc1=O	9.8	0.0	-0.5	-0.9	-4.5	-3.7	4.7	-4.1	-1.4	2.6
8	COc1ccc(-c2c[n+](CC(=O)OC3CC(C)CCC3C(C)C)c3n2CCC3)cc1 (centres undefined)	7.6	-11.6	-2.7	-4.5	5.2	-1.0	0.4	0.9	11.2	-2.8
9	Cn1c(=NC(=O)c2ccc3c(c2)OCCO3)sc2cc(S(C)(=O)=O)ccc21	14.3	-3.0	2.3	2.9	16.1	22.9*	-1.1	-4.0	1.1	4.2
10	O=C(c1ccccc1)N(c1ccccc1)C1C=CS(=O)(=O)C1 (centres undefined)	10.6	-1.6	-1.7	5.9	4.0	-0.7	4.8	0.5	-4.8	4.0
11	Cn1c(SCC(=O)N2CCCc3ccccc32)nnc1-c1ccco1	5.7	-0.4	-0.2	2.5	-8.1	-6.5	-1.3	-1.6	0.9	4.3
12	O=C(COc1ccc(Cl)cc1)NCCCNC(=O)c1ccccn1	-3.2	-0.1	-1.1	0.9	5.5	3.2	2.8	-0.6	-1.2	3.3
13	COc1cccc(N=C2C(=O)N3CCCc4cccc2c43)c1	2.4	3.9	-2.8	7.3	-2.4	2.0	7.6	-0.1	3.5	-1.5
14	COc1cc(C(=O)Nc2cccc(NC(=O)c3cccs3)c2)cc(OC)c1OC	-4.2	-1.6	0.9	-13.4	14.7	-1.4	-16.5	5.8	1.5	6.6
15	Cc1cccc(-n2c(CCN3C(=O)c4ccccc4C3=O)nc3ccccc3c2=O)n1	-3.0	-4.2	0.8	-3.7	-17.7	-2.7	-1.9	1.5	-3.2	0.2
16	CN(C)c1ccc(-c2nnn(Cc3ccccc3Br)n2)cc1	-2.7	1.0	-1.7	14.3	1.7	1.2	-2.6	-3.6	-0.8	-2.2
17	CC(=O)c1ccc(NC(=O)c2cc(CC(C)C)on2)cc1	-0.2	2.0	0.2	2.5	12.1	3.7	-2.9	2.1	0.6	3.7
18	Cc1ccc(C(=O)Oc2ccc(C(=S)N3CCOCC3)cc2)cc1	8.2	-1.8	-1.1	-1.4	-3.9	-0.9	-3.9	6.3	0.8	4.8
19	COc1ccc(CSc2nnc(SCc3ccc([N+](=O)[O-])cc3)s2)cc1	7.8	-1.4	2.6	0.2	10.3	-3.5	0.3	-2.9	1.5	0.2
20	O=C(Cc1c[nH]c2ccccc12)N/N=C/c1ccc(F)cc1	5.1	-4.0	-0.2	3.1	6.7	3.0	1.4	-10.6	-2.2	4.8
21	Cc1ccc(N2C(=O)CS/C2=N\C(=S)Nc2ccccc2)cc1	-1.6	3.5	-45.7	-16.2	2.3	-1.4	.	-0.1	7.2	0.0
22	CC12CCC(C(=O)N3CCN(c4ncccn4)CC3)(c3nc4ccccc4nc31)C2(C)C (centres undefined)	11.6	-1.3	-2.1	2.8	-2.0	1.4	1.3	3.1	-7.6	4.0
23	Cc1ccc(NC(=O)CN(C)C(=O)c2ccc(OCc3c(C)noc3C)cc2)cc1	11.6	-0.8	-0.8	-0.1	7.3	-2.6	1.0	-4.1	-1.0	0.5
24	Cc1ccc(C(=O)N2CCC(C(=O)NCc3ccco3)CC2)cc1	3.1	-1.4	-0.6	-4.2	-14.4	0.2	5.3	-3.2	-1.6	-3.4
25	CCOC(=O)C1(Cc2cccc(F)c2)CCN(C(=O)c2cnccn2)CC1	0.2	-0.6	-2.0	-3.8	-6.9	4.7	2.3	2.9	-6.2	0.2
26	C=CCSc1nnc(NC(=O)c2cn(CC)c3nc(C)ccc3c2=O)s1	14.7	2.0	0.7	-3.3	1.5	-3.3	-2.1	-3.3	1.4	2.5
27	CN(C)S(=O)(=O)c1cccc(C(=O)N/N=C\c2ccccc2)c1	.	-2.4	.	2.6	.	-1.8	.	-1.9	0.4	-2.1
28	O=c1[nH]c(NC2CCCCC2)nnc1Cc1ccccc1	14.7	-3.5	1.5	-3.3	5.0	-1.6	1.3	0.6	3.1	1.1
29	CC1CCCC(NC(=O)COC(=O)c2ccc(Cl)nc2)C1C (centres undefined)	10.2	-3.0	0.3	6.5	-7.4	-5.9	4.5	0.6	0.8	-4.7
30	COC(=O)c1sccc1NC(=O)c1ccc(Cl)cc1	3.7	-0.1	-8.7	-0.8	3.1	4.8	-2.6	-1.5	-0.8	-1.9
31	COC(=O)CSc1nc2cc(OC)ccc2cc1C#N	-8.3	3.8	1.9	0.5	6.7	6.5	-8.4	-3.5	-0.3	0.8
32	CC(C)Oc1ccc(CCN=C(N)N=C(N)N)cc1Cl	-2.4	-2.6	0.3	5.3	8.9	4.1	0.2	-1.1	1.9	-2.2
33	N#CC(C#N)=NNc1ccc([N+](=O)[O-])cc1	-4.9	-3.1	-2.4	14.1	0.3	15.7	2.9	5.6	4.8	0.0
34	COc1ccc(C(=O)NCc2cccnc2)cc1Br	11.2	0.3	0.3	5.2	-4.5	3.5	-6.6	-0.2	-2.2	1.3
35	O=C(NC(=S)Nc1ccc2[nH]c(=O)[nH]c2c1)c1cc(Br)ccc1Cl	-6.0	0.3	0.5	-6.0	2.3	4.6	3.8	-5.7	1.6	-6.3
36	COc1ccc(Cl)cc1C(=O)Nc1ccccc1N1CCCCC1	-12.1	-3.1	0.9	-1.9	5.8	7.3	-38.0	-5.5	1.3	-11.7
37	O=C(NC1CCCC1)C1CCC(CNS(=O)(=O)c2cccs2)CC1 (centres undefined)	-7.3	-1.9	0.4	0.8	-1.7	5.6	-0.1	5.3	-3.2	-3.9
38	CCN(CC)S(=O)(=O)c1ccc(Cl)c(C(=O)OC)c1	-11.6	-3.6	1.1	4.5	0.0	-1.5	-1.2	-7.1	-3.5	-3.9
39	CC(C)n1c(NCCO)nc2ccccc21	-14.3	-2.8	-1.9	-14.1	-7.4	0.4	-5.8	3.6	-2.6	0.3
40	CC(=O)Nc1cccc(NC(=O)COC(=O)C2CC3CCCC(C2)C3=O)c1 (centres undefined)	-4.4	1.1	-3.3	-2.4	0.3	-1.2	-1.1	2.1	-4.3	2.5
41	CSc1ccc(CN(C)C(=O)c2cc(Cl)c3c(c2)OCCO3)cc1	7.3	-2.2	-0.5	0.2	9.0	12.2	-1.2	4.3	2.4	1.5
42	N#CC(C#N)=C1C=C2C=C(N3CCCCCC3)CCC2CC1 (centres undefined)	-6.9	-0.8	-9.9	-9.8	2.1	272.8*	52.4*	-1.6	i	-5.4
43	CS(=O)(=O)N1CCC(C(=O)Nc2cc(C(F)(F)F)ccc2Cl)CC1	-2.6	-3.4	1.4	-12.4	4.6	2.6	2.5	1.9	0.9	1.6
44	COC(=O)[C@]12CCCCC=C1N(Cc1ccc(OC)cc1)C(=O)[C@@H]2CC(=O)N1CCCCC1	.	-1.5	.	5.0	.	-4.0	.	1.4	0.7	-3.5
45	O=c1oc2ccccc2n1Cc1ccccc1	-3.7	-1.3	-1.5	-8.8	6.8	-1.2	5.1	-3.9	-0.1	-1.9
46	O=C(COc1ncnc2ccc(Br)cc12)NC1CCCC1	10.7	-0.7	-1.3	1.7	-7.1	-4.0	-1.3	-1.0	0.7	-0.6
47	COc1ccccc1CN1CCN(S(=O)(=O)c2ccccc2)CC1	-10.8	0.6	-1.1	-0.8	0.9	2.7	-0.1	2.4	-3.4	-2.4
48	CC(CCc1ccccc1)NC(=O)CN1CCSc2ccccc21 (centres undefined)	6.1	4.2	-2.3	-0.8	21.0	3.4	-4.1	-1.5	-8.2	-5.0

Of the compounds above, two have a nitro group on carbon:
entry	Molecule	ASAP1 GAP inh	SMARCA2 act	PG9 binder	mABHD4 FP	ARFGAP1 inhibitor	Rev-erbA mod	HTRA1 inh	NPR2 activator	rCAG binder	GC-A act
19	COc1ccc(CSc2nnc(SCc3ccc([N+](=O)[O-])cc3)s2)cc1	7.8	-1.4	2.6	0.2	10.3	-3.5	0.3	-2.9	1.5	0.2
33	N#CC(C#N)=NNc1ccc([N+](=O)[O-])cc1	-4.9	-3.1	-2.4	14.1	0.3	15.7	2.9	5.6	4.8	0.0

Next part.
entry	Molecule	ASAP1 GAP inh	SMARCA2 act	PG9 binder	mABHD4 FP	ARFGAP1 inhibitor	Rev-erbA mod	HTRA1 inh	NPR2 activator	rCAG binder	GC-A act
49	CCOP(=O)(c1ccccc1)C(O)c1ccc(Br)cc1 (centres undefined)	-7.4	-2.9	-0.8	-4.6	1.0	-1.0	2.9	-10.5	-0.5	-13.9
50	COc1ccc(CCN=C(N)NS(=O)(=O)c2cc(F)ccc2F)cc1	-1.1	-0.9	0.0	-2.0	2.1	-7.1	0.2	8.6	-2.2	5.3
51	CN(Cc1nc2ccccc2s1)C(=O)c1ccc(F)cc1	4.0	0.6	-0.8	7.5	1.4	2.9	0.9	0.7	0.6	4.0
52	Cc1[nH]nc(SCC(=O)Nc2ccc(C#N)cc2)c1[N+](=O)[O-]	8.1	1.8	0.4	-15.4	0.9	-4.1	-6.9	-3.7	10.2	2.2
53	Cc1ccc2nc(-c3ccc(C#N)cc3)c(Cc3ccccc3)n2c1	-16.8	3.6	-0.5	-8.7	8.3	3.4	.	14.8	6.4	12.1
54	COC(=O)N1C[C@H](OC)[C@H]2C[C@@H]1c1ccccc1O2	0.5	0.4	-0.5	1.5	-1.9	-6.3	.	6.1	0.5	0.6
55	Cc1ccc(N(CN2C(=O)c3ccccc3C2=O)C(=O)c2ccc([N+](=O)[O-])cc2[N+](=O)[O-])cc1	-11.2	-3.3	0.4	10.5	2.6	-1.8	9.2	-8.5	-1.1	-11.2
56	Cc1cc(C)cc(OCC(=O)Nc2ccc(-n3cnnn3)cc2)c1	0.5	-1.4	1.2	1.5	-2.6	-4.7	-3.9	-3.4	5.3	3.7
57	CCCCOC(=O)c1[nH]c(C)c(C(=O)OC)c1C	6.2	1.1	1.6	-1.0	6.3	2.6	2.2	-3.2	-5.2	-0.6
58	CCn1c(SCC(=O)Nc2c(C#N)cnn2-c2ccccc2)nnc1-c1cccs1	0.0	-3.5	-0.5	6.8	-4.3	1.0	.	1.3	0.8	3.1

Screening data as filed in PubChem.

Rows are unselected; any-hit rate near 4.4%.
